Compound activity (PubChem)
GLP-1R inv ag – acts as inverse agonist at human GLP-1 receptor | hit rate 1.6% among 410,000 | Potency, µM (doses to about 38.3 µM), without a hit: at the top dose activity change, negative = inhibition, actives largely listed as inhibitors | AID 624417 | HEK293 GLP-1R CRE-luciferase, luminescence, 24 h; GLP-1R form is constitutively active; further: on the % scale 0 is the no-effect control and ±100 the full control effect; nearly all actives have a fitted effect of over 55% in size
Target sequence (P43220 whole entry, looked up): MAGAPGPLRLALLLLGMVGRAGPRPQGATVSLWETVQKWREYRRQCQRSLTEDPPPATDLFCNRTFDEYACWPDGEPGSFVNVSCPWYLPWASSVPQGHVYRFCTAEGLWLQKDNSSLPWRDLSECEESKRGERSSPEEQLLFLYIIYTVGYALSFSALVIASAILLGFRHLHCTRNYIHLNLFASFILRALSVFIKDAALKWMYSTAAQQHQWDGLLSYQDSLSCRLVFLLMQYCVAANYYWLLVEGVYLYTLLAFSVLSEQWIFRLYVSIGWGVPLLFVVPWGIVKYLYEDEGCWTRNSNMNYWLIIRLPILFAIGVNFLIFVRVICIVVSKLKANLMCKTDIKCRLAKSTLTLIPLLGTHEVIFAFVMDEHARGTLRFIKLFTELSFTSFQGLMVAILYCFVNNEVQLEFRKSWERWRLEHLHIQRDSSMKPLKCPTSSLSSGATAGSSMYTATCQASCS
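Inverse agonism was detected as reduced cAMP-driven luciferase luminescence after 24 h compound treatment. The cells were HEK293 clones expressing constitutively active human GLP-1R with the reporter. Reporter-only and GPR119 cell lines served as counterscreen controls.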
HEK293 tox – cytotoxicity in counter-screen for GLP-1R inverse agonists; HEK293 cAMP-luciferase reporter cells, luminescence, 24 h; Potency, µM (highest dose often 38.3 µM), for inactives: top-dose activity change, negative = inhibition, actives largely listed as inhibitors; hit rate 0.13% among 410,000; AID 624418;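 further: loss of luciferase light is scored as toxicity; on the % scale 0 is the no-effect control and ±100 the full control effect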
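Seeding density was 200 cells/uL; after overnight-length (12 h) culture, 23 nL compounds went on for 24 h at 37 °C. Readout used a luciferase detection reagent, luminescence taken after 12 min at room temperature.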
KB-V1 cytotox – kills drug-selected multidrug resistant KB-V1 cells. KB-V1 MDR cells viability, CellTiter-Glo, 72 h. Potency, µM (doses to about 46.1 µM), inactives show top-dose activity change, negative = cytotoxicity, actives largely listed as cytotoxic. AID 1347076. hit rate 3.4% among 400,000; further: on the % scale 0 is the no-effect control and ±100 the full control effect; nearly all actives have a fitted effect of over 60% in size
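KB-V1 MDR subline cells in DMEM (phenol-red free, 10% FBS) exposed to compounds in qHTS concentration series for 72 h at 37 degrees C. Viability read by CellTiter-Glo luminescence; concentration-effect curves fitted after normalization and correction.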
SW480 rerep – DNA re-replication induction in SW480 cells; AID 624297; hit rate 1.8% among 340,000; SW480 DNA re-replication, Hoechst DNA content imaging, 48 h; Potency, µM (titrated, usually from 46.1 µM), inactives show top-dose re-replication activation, usual class: activators; further: % of control where 0% means no effect; nearly all actives have a fitted effect of over 55% in size
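SW480 cells exposed to compounds for 48 hr at 37 C, 5% CO2, then Hoechst-stained 40 min. Nuclear DNA content imaged by fluorescence scanning (405 nm excitation, 500-530 nm emission); re-replication scored as increased high-intensity nuclei.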
HT1080 IDH1KD tx – toxicity to HT-1080 IDH1 knockdown cells (counter line); hit rate 2% among 360,000; Potency, µM (top dose mostly 46.1 µM), without a hit: top-dose activity, negative = toxicity, usual class: cytotoxic; AID 686971; HT-1080 IDH1 knockdown viability, ATP luminescence, 48 h;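 further: 0% = DMSO wells and -100% = cell-free medium wells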
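Luminescent ATP read-out (CellTiter-Glo, 10 min at room temperature) after 48 h compound exposure at 37 °C gave viability of IDH1-knockdown HT-1080 cells. Activity was normalised to DMSO and cell-free wells, then fitted as concentration-response curves.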
KB-3-1 cytotox – kills parental KB-3-1 adenocarcinoma cells; KB-3-1 viability, CellTiter-Glo ATP luminescence, 72 h; Potency, µM (highest dose often 46.1 µM), for inactives: top-dose activity change, negative = cytotoxic, most hits filed as cytotoxic; hit rate 1.4% among 400,000; AID 1347075; further: on the % scale 0 is the no-effect control and ±100 the full control effect; nearly all actives have a fitted effect of over 60% in size
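Parental KB-3-1 adenocarcinoma cells in phenol-red-free DMEM with 10% FBS were pin-treated with compounds at several concentrations, incubated 72 h at 37 °C, and viability read by CellTiter-Glo luminescence; concentration-effect curves were fitted after normalization.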
GLP-1R agonist – agonists of human GLP-1 receptor. HEK293 GLP-1R CRE-luciferase, luminescence, 4-6 h; cells express a hypersensitive GLP-1R form. Potency, µM (series often up to 45.6 µM), for inactives: at the top dose activation, hits mostly activators. hit rate 0.007% among 380,000; further: % of control where 0% means no effect
HT1080-NT tox – kills 2HG-producing HT-1080-NT fibrosarcoma cells. HT-1080-NT fibrosarcoma viability, CellTiter-Glo ATP luminescence, 48 h. Potency, µM (highest dose often 46.1 µM), for the others: at the highest dose activity, negative = less viability, hits mostly cytotoxic. hit rate 1.6% among 360,000. AID 686970;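 further: NT is the 2HG producing partner of a matched IDH1 knockdown line; 0% = DMSO-treated cells and -100% = media-only wells without cells; nearly all actives have a fitted effect of over 55% in size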
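Fibrosarcoma NT cells, 750 per well in 5% FBS RPMI, were exposed to compound for 48 hours. Viability: CellTiter-Glo luminescence.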
TDP-43 yeast inh – inhibitors of TDP-43 toxicity in yeast; hit rate 1.8% among 410,000; TDP-43 expressing yeast growth rescue, BacTiter-Glo, 24 h; Potency, µM (highest dose often 46.1 µM), inactives show at the top dose growth rescue (activation), most hits filed as activators; further: % of control where 0% means no effect; nearly all actives have a fitted effect of over 50% in size
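Readout is BacTiter-Glo luminescence of cell growth, so inhibitors register as activators. TDP-43-expressing yeast at OD600=0.02 in galactose medium, after raffinose pregrowth to mid-log, were incubated with compound for 24 hr at 30 deg C.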
An asterisk follows results filed as active; ? = inconclusive; nt = no result given; & = joins results of further samples; ! = not active in a repeat; [ ] = dose if it differs, or a comment. The call rests on the fitted dose curve; in most records, active means well fitted curve in the direction sought with a large enough effect; inconclusive means small, poorly fitted or top-dose-only effect, or another doubt; inactive means no such curve, though single readings can be large; an effect the other way counts as inactive or inconclusive. Potency means the concentration at half of the fitted maximal effect.

SMILES	GLP-1R inv ag	HEK293 tox	KB-V1 cytotox	SW480 rerep	HT1080 IDH1KD tx	KB-3-1 cytotox	GLP-1R agonist	HT1080-NT tox	TDP-43 yeast inh
Cc1ccc(CSc2nc(-c3ccccc3)c(C#N)c(=O)[nH]2)cc1	?	-4%	30%	-9%	12%	-1%	-5%	6%	9%
CSc1nc(N)nc(SCC(=O)Nc2cccc(F)c2)c1C#N	-16%	63%[activator]	2.3µM*	?	-21%	?	0%	-3%	?
CCOc1ccc(C(=O)NC2CCN(C(=S)NCc3ccco3)CC2)cc1	-1%	?	-18%	?	6%	12%	0%	4%	-15%
CCOC(=O)c1ccc(NC(=O)c2oc(=O)c3ccccc3c2-c2ccccc2)cc1	7%	-13%	?	nt	nt	0%	nt	nt	9%
COc1ccc(NC(=O)C(NC(=O)/C=C\c2ccc3c(c2)OCO3)c2ccc(C)cc2)cc1 (stereo not given)	6%	-12%	2%	nt	nt	7%	nt	nt	3%
COc1ccc(Br)cc1CN(C)CC(=O)Nc1c(Cl)cccc1Cl	?	2%	?	2%	-20%	-14%	8%	-17%	-2%
O=C(c1ccc(Cn2cc(Br)cn2)cc1)N1CCN(c2ccccc2)CC1	0%	-25%	0%	15µM*	?	1%	-5%	?	?
COc1cccc(CNC(=O)Cc2ccc(OC)c(S(=O)(=O)N3CCOCC3)c2)c1	1%	-2%	-11%	-4%	-1%	-15%	4%	-6%	-11%
COc1ccc(/C(CC2(O)C(=O)Nc3ccccc32)=N\O)cc1 (stereo not given)	10%	-14%	17%	0%	4%	2%	0%	20%	9%
c1ccc(CSCCc2ccncc2)cc1	4%	55%[activator]	13%	-7%	1%	13%	20%	2%	-8%
CCOC(=O)N1CCN(C(=O)c2cc(C)no2)CC1	8%	9%	10%	2%	1%	0%	19%	0%	19%
CCN(Cc1ccccc1)c1ccc(/C=N/NS(=O)(=O)c2ccc(C)c([N+](=O)[O-])c2)cc1	-43%	-3%	0%	20%	-17%	0%	11%	-11%	-5%
CCCCc1c(O)nc(SCC(=O)Nc2ccc(OC)cc2)n(-c2ccc(C)c(C)c2)c1=O	-2%	-6%	-10%	nt	-5%	-4%	-7%	0%	3%
O=C(O)CC(NC(=O)c1ccc2c(c1)OCO2)c1cccc([N+](=O)[O-])c1 (stereo not given)	35%[activator]	6%	10%	-54%[inhibitor]	10%	2%	3%	11%	-12%
CCOc1ccccc1C1NC(=O)c2ccccc2O1 (stereo not given)	13%	-2%	0%	-11%[9.22 µM]	13%	0%	4%	12%	6%

Molecules shown so far with an aryl thioether with sulfur outside any ring (3):
SMILES	GLP-1R inv ag	HEK293 tox	KB-V1 cytotox	SW480 rerep	HT1080 IDH1KD tx	KB-3-1 cytotox	GLP-1R agonist	HT1080-NT tox	TDP-43 yeast inh
Cc1ccc(CSc2nc(-c3ccccc3)c(C#N)c(=O)[nH]2)cc1	?	-4%	30%	-9%	12%	-1%	-5%	6%	9%
CSc1nc(N)nc(SCC(=O)Nc2cccc(F)c2)c1C#N	-16%	63%[activator]	2.3µM*	?	-21%	?	0%	-3%	?
CCCCc1c(O)nc(SCC(=O)Nc2ccc(OC)cc2)n(-c2ccc(C)c(C)c2)c1=O	-2%	-6%	-10%	nt	-5%	-4%	-7%	0%	3%

Remaining list, next part:
SMILES	GLP-1R inv ag	HEK293 tox	KB-V1 cytotox	SW480 rerep	HT1080 IDH1KD tx	KB-3-1 cytotox	GLP-1R agonist	HT1080-NT tox	TDP-43 yeast inh
Fc1ccc(-c2nc3c4ccccc4ccn3c2Cc2ccsc2)cc1	?	1%	12%	nt	-18%	0%	13%	-11%	26%
Cc1cc(N2CCN(c3ccccc3)CC2)nc(N2CCOCC2)n1	-5%	0%	-26%	-3%	-8%	0%	20%	0%	-19%
CCOc1ccc(S(=O)(=O)N2CCOCC2)cc1NC(=O)CSCC(=O)Nc1cccc(C)c1	10%	-29%	-19%	0%	0%	-7%	0%	-1%	-1%
O=C1C2ON(c3ccccc3)C(c3ccccc3F)C2C(=O)N1c1ccccc1 (stereo not given)	-27%	-14%	2%	-2%	12%	4%	-27%	11%	-25%
COc1ccc(Cn2c(CCC(=O)Nc3ccc(C)c(C)c3)nc3cccnc32)cc1	?	?	-14%&-23%	3%	-23%	?	2%	-18%	0%&16%
S=C(Nc1ccc(OCc2ccccc2)cc1)Nc1cccc(Cl)c1Cl	-2%	-15%	?	4%	16%	-9%	0%	6%	0%
Cc1ccc(C)c(N2N=C(C(=O)NCCN3C(=O)S/C(=C\c4cccnc4)C3=O)CCC2=O)c1	17%	2%	19%	-66%[inhibitor]	-14%	-2%	?	-20%	-32%
[O-]/[N+](=C/c1cccnc1)c1ccc(Br)cc1	0%	3%	24%	-6%	12%	14%	-21%	3%	-5%
CCOC(=O)C1=C(COC(=O)c2cc(Br)c(Br)s2)NC(=O)NC1C (stereo not given)	11%	7%	-17%	3%	-12%	5%	12%	-3%	?
Fc1ccc(F)c(C2=NNC(=NCC3CCCO3)SC2)c1 (stereo not given)	4%	-28%	15%	9%	7%	9%	5%	9%	19%
CCC(=O)N1c2ccccc2CC1C(=O)NCCN1CCN(c2cccc(Cl)c2)CC1 (stereo not given)	?	-2%	-9%	nt	nt	3%	nt	nt	15%
CCOc1ccccc1/C=C/c1onc(C)c1S(=O)(=O)N1CCC(C(=O)NC(C)C)CC1	-8%	-5%	?	?	8%	-4%	0%	7%	-8%
O=C(COc1ccc(S(=O)(=O)N2CCCC2)cc1)Nc1ccc2c(c1)OCCO2	-3%	4%	?	?	10%	-7%	5%	0%	-11%
COC(=O)c1ccc2[nH]c(C)c(CN3CCCC3)c(=O)c2c1	41%[activator]	-4%	?	-14%	14%	3%	-7%	6%	-10%
c1ccc(C2=NCCCN2)cc1	-1%	10%	17%	23%	-6%	0%	-7%	6%	-13%

In another format: 3 of the compounds above.
Every second line gives: GLP-1R inv ag, HEK293 tox, KB-V1 cytotox, SW480 rerep, HT1080 IDH1KD tx, KB-3-1 cytotox, GLP-1R agonist, HT1080-NT tox, TDP-43 yeast inh
Cc1ccc(CSc2nc(-c3ccccc3)c(C#N)c(=O)[nH]2)cc1
→ ?, -4%, 30%, -9%, 12%, -1%, -5%, 6%, 9%
CSc1nc(N)nc(SCC(=O)Nc2cccc(F)c2)c1C#N
→ -16%, 63%[activator], 2.3µM*, ?, -21%, ?, 0%, -3%, ?
CCOc1ccc(C(=O)NC2CCN(C(=S)NCc3ccco3)CC2)cc1
→ -1%, ?, -18%, ?, 6%, 12%, 0%, 4%, -15%

(list continues)
SMILES	GLP-1R inv ag	HEK293 tox	KB-V1 cytotox	SW480 rerep	HT1080 IDH1KD tx	KB-3-1 cytotox	GLP-1R agonist	HT1080-NT tox	TDP-43 yeast inh
Cc1cc(NC(=O)C2CC(c3cccc(Br)c3)=NO2)no1 (stereo not given)	0%	18%	-25%	-1%	0%	1%	-2%	9%	-12%
CCOc1ccc(C(=O)NCCN2CCCC2)cc1	19%	6%	-11%	-9%	-2%	?	-8%	3%	-14%
Cc1ccn2c(NCc3ccccc3)c(-c3cccc(SC4CCCCC4)c3)nc2c1	?	-2%&7%	21µM*!	-10%	?	?	-5%&1%	?	-80%[inhibitor]
CS(=O)(=O)c1ccc(NC(=O)CCN2C(=O)C3CC=CCC3C2=O)cc1 (stereo not given)	9%	16%	?	4%	8%	10%	0%	10%	8%
Cc1ccc(NC(=O)c2ccc3nc[nH]c3c2)nc1	72%[activator]	33%[activator]	-23%	24%	?	?	5%	-14%	-1%
CCOC(=O)N1CCN(S(=O)(=O)c2ccc(C(=O)N(CCN(C)C)c3nc4ccc(CC)cc4s3)cc2)CC1	?	4%	4%	-1%	-7%	5%	12%	-6%	-10%
Cc1nc2cc(-c3ccc(Cl)cc3)nn2c(C)c1CCC(=O)NC(C)c1ccc2c(c1)OCCO2 (stereo not given)	?	-15%	-7%	2%	?	-18%	2%	?	28µM*
COc1ccc(N2CC(O)=C(c3nc(-c4ccc(F)cc4)cs3)C2=N)cc1	4%	2%	9%	-38%[inhibitor]	16%	-12%	2%	2%	-7%
CCC(C)c1ccc(OCC(=O)Nc2cccc3ccc(C)nc23)cc1 (stereo not given)	-20%	7%	0%	nt	nt	5%	nt	nt	22%
CC(C)c1ccc(NC(=O)COC(=O)CCC(=O)c2cccs2)cc1	4%	11%	6%	0%	6%	12%	-1%	4%	-6%
CCC(C)CCN1C(N(C)C)=NC[C@@H]1Cc1ccccc1 (stereo not given in full)	-9%	2%	-14%	1%	-6%	-21%	5%	-1%	-5%
CCc1ccc(CNC(=O)Cn2nc(C)c3c(C)n(-c4ccc(C)cc4)nc3c2=O)cc1	22%	0%	25%	nt	nt	4%	nt	nt	16%
O=C(NCC(c1ccc(Cl)cc1)N1CCCCC1)c1ccc(F)cc1 (stereo not given)	?	1%	11%	nt	nt	-13%	nt	nt	0%
CN(Cc1ccc(F)cc1)C(=O)c1cccc(OCc2ccccc2)c1	?	4%	?	-2%	-8%	-12%	8%	-13%	25%
C[C@@H]1CN([C@@H](C)CO)C(=O)c2cc(NC(=O)C3CCCCC3)ccc2O[C@@H](C)CCCCO[C@@H]1CN(C)Cc1ccncc1	-5%	-12%	0%	nt	5%	0%	9%	12%	7%
